PhoP inhibition = inhibitors of PhoP regulon expression, primary screen, Salmonella Typhimurium, GFP reporter (AID 1863). S. Typhimurium PhoP-regulated promoter GFP reporter, 4 h; higher % means a stronger effect. inhibition, % at 50 µM; hits with a dose series show IC50 in µM. actives 0.16% (n = 300,000);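 active = inhibition over 29.93%, a cutoff 3 SD above the screen mean, later confirmed by dose response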;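 note: 0% = low Mg2+ inducing control and 100% = high Mg2+ repressing control; strong numbers were not always called active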
Autophagy mod = autophagy modulation, high-content screen | actives 0.98% (n = 190,000) | calls only at 10 µM (by protocol) | MEF GFP-LC3 puncta imaging; test concentration mostly 10 µM;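 active = percentage of spot-positive cells more than 3 SD above its plate mean, without a fluorescence outlier flag or 80% toxicity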;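 note: spot-positive cell cutoff set from DMSO-treated cells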
T cell modulator = modulates CD8 T cell binding to vesicles | 2C CD8+ T cell-vesicle binding, flow cytometry; active compounds read low | calls only at 7 µM | actives 0.068% (n = 330,000) | AID 2052;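 active = response, share of CD8 T cells binding vesicles, and their 90th percentile fluorescence all below set limits, cut at about 80% in these data, passing the limit was not always enough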
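System: murine 2C transgenic CD8+ T lymphocytes; also added: QL9-loaded Drosophila micro-vesicles; times: binding 1.5 h at 37 °C; measured by: flow cytometry, PE anti-B7-1 (FL2) versus Alexa647 anti-CD8 (FL8), PFA-fixed; control set: Peptide-free naked vesicles (low) and QL9 vesicles with 0.7% DMSO vehicle (high)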
bCat nuc transl = alters nuclear translocation of beta-catenin in HeLa cells | nuclear translocation activity, % at 5 µM | immunofluorescence imaging | actives 0.3% (n = 190,000);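 active = nuclear translocation activity above 50% at 5 µM, with a well cell count of 50 or more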;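 note: per-cell ratio of nuclear to cytoplasmic median beta-catenin stain intensity; plate controls were DMSO negative control for no effect and GSK-3 inhibitor IX positive control for full effect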
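Test system: human HeLa cells, endogenous beta-catenin. Times: 24 h compound exposure, 37°C. Measured by: beta-catenin immunofluorescence imaging with DAPI.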
CSM14.1 death rescue = rescue of cells from ER stress-induced death, primary screen, 384-well, CSM14.1, thapsigargin, ATP luminescence (AID 1222) | cellular ATP content (survival), % at 20 µM, or EC50 in µM where a hit was titrated | CSM14.1 thapsigargin-induced death rescue, ATP luminescence; higher % means a stronger effect | 190,000 tested, under 10 active;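 active = EC50 below 50 µM in the dose-response confirmation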;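 note: death triggered by thapsigargin at about 15 µM added after 2 h compound pretreatment; cell ATP read after overnight thapsigargin exposure of roughly 18 to 22 hours; normalized against plate controls of thapsigargin alone and 5% DMSO vehicle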
Lipid droplet = hepatic lipid droplet formation modulation; AID 1656; inhibition, % at 6.5 µM; actives 0.4% (n = 240,000); AML12 mouse hepatocytes, oleate lipid droplets, BODIPY imaging;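 active = lipid droplet intensity inhibited by at least 50%, with more than 500 cells counted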
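Test system: AML12 hepatocytes (mouse); reagent: oleate loading, 100 µM; dosing: one dose, 6.5 µM compound; incubation: overnight exposure; signal: fluorescence imaging, 20x objective, two fields per well; read-out basis: % inhibition of corrected integrated BODIPY droplet signal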
MT stabilizer = stabilizes microtubules in HeLa cells; actives 0.83% (n = 200,000); % tubulin-high responders, % at 10 µM; AID 2205; HeLa tubulin immunostaining HCS, 24 h; share of cells brighter than vehicle mean+2SD;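 active = plate Z-score above 3 for both tubulin-high and condensed-nucleus cell shares, with cell loss under 80%, at 10 µM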;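 note: anti alpha tubulin signal scored within the nucleus-defined area of each cell; some results filed as inactive read as strong as hits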
Dynein transport = dynein cargo transport inhibition. 3617.4 mouse cells, GR-EGFP nuclear translocation imaging; test concentration mostly 20 µM; stimulated with dexamethasone, 1 µM; active compounds read low. z-score, hits read low. actives 0.47% (n = 220,000). AID 1381;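 active = plate z-score of nuclear minus cytoplasmic receptor signal below a set negative limit, without overly bright fluorescence or cell loss, cut at about -3.5 in these data, passing the limit was not always enough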;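 note: z-score of nuclear minus cytoplasmic ring GR-EGFP intensity difference per well; some compounds called inactive have numbers as strong as hits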
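Buffer or medium: Induction medium lacking tetracycline, stripped serum | Also added: Dexamethasone agonist, 1.0 µM final, for 30 min | Timing: 48 h induction, 1 h compound, 30 min dex at 37 °C | Detection: Formaldehyde fixation, Hoechst nuclear stain, 10x automated fluorescence imaging | Measure: Nuclear versus cytoplasmic GR-EGFP signal, averaged per well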
Insulin prom up = MIN6 insulin promoter up-regulation; MIN6 insulin promoter-GFP reporter, high-content imaging; active compounds read high; actives 0.3% (n = 190,000); z-score at 5 µM;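 active = z-score above 3 at 5 µM with at least 500 cells counted in the well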
Dynein transport cytoplasmic EGFP = recorded beside Dynein transport, whose call it bears; z-score; measured here: cytoplasmic GR-EGFP intensity; active compounds read high
Dynein transport nuclear GR-EGFP = also measured in Dynein transport; calls as there; z-score; measured here: nuclear GR-EGFP intensity;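 lower value marks the stronger effect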
Dynein transport cell count = also measured in Dynein transport; calls as there; z-score; measured here: cell count per field
Insulin prom up cell count = second read-out of Insulin prom up, no call of its own (marks repeat the call); cell count; measured here: cytotoxicity, nuclei count;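 total cells summed across four imaged fields per well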
Lipid droplet cells 6.5 µM = recorded beside Lipid droplet, whose call it bears; cell count; measured here: cell count, cytotoxicity flag;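 cells counted across two imaged fields per well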
bCat nuc transl cell count 5 µM = recorded beside bCat nuc transl, whose call it bears; cell count; measured here: cell count, cytotoxicity flag
T cell modulator vesicle-bound % = also measured in T cell modulator; calls as there; double positive events, %; measured here: CD8+ vesicle-bound cell fraction;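 binding gate set so that unloaded-vesicle control wells show 10% double positive cells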
MT stabilizer Hoechst-high % = recorded beside MT stabilizer, whose call it bears; % Hoechst-high responders; measured here: nuclear condensation Hoechst responders;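 share of cells brighter than vehicle mean plus two SD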
MT stabilizer cytotoxicity % = recorded beside MT stabilizer, whose call it bears; toxicity, %; measured here: cytotoxicity by cell density;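 0% = mean cell density of plate MIN control wells and 100% = no cells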
Autophagy mod cell loss 18 h = second read-out of Autophagy mod, no call of its own (marks repeat the call); toxicity, %; measured here: cell loss, nuclei count;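 cell loss after 18 h compound exposure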
* marks the source's active call; other numbers are inactive results; i = inactive; nt = no result given.

Below each SMILES: PhoP inhibition	Autophagy mod	Autophagy mod cell loss 18 h	T cell modulator	T cell modulator vesicle-bound %	bCat nuc transl	bCat nuc transl cell count 5 µM	CSM14.1 death rescue	Lipid droplet	Lipid droplet cells 6.5 µM	MT stabilizer	MT stabilizer Hoechst-high %	MT stabilizer cytotoxicity %	Dynein transport	Dynein transport cytoplasmic EGFP	Dynein transport nuclear GR-EGFP	Dynein transport cell count	Insulin prom up	Insulin prom up cell count
O=S(=O)(c1ccc(Cl)cc1Cl)n1ccc2cccnc21
  7.1%	i	-4.9	i	33.5	-1.1	1026	-1.8%	-57.2	743	0.7	1.6	9.5	0.341	-0.277	0.122	-0.227	2.21	1050
CCN1CCN(Cc2ccc(NC(=O)Nc3ccc(OC)cc3)cc2)CC1
  10.7%	i	-8.0	i	34.9	0.6	1148	-2.0%	11.2	644	3.5	2.6	6.6	-0.669	-0.192	-0.251	1.05	0.58	1944
CN(Cc1ccccc1)c1nc2c(c(=O)[nH]c(=O)n2C)n1Cc1ccccc1Cl
  -9.5%	i	3.6	i	50.4	nt	nt	nt	-13.8	678	3.5	1.5	9.2	0.911	-0.31	-0.468	0.256	0.47	1194
Cc1ccc(C(=O)N2CCN(c3cnn(C)c(=O)c3Cl)CC2)cc1
  10.2%	i	3.9	i	24.1	-0.9	1058	0.4%	-1.0	683	4.6	0.6	5.6	1.79	-0.286	0.61	-0.771	0.06	1537
COc1ccc(N(C(=O)Cn2nnc(-c3ccc(Cl)cc3)n2)C(C(=O)NCC2CCCO2)c2ccncc2)cc1 (stereo unspecified)
  5.9%	i	8.2	i	27.5	-0.8	1532	-1.4%	3.7	745	2.8	1.5	2.5	-0.0206	-0.0399	0.0424	-0.746	0.16	1502
COCCCN1C(=O)C(O)=C(C(=O)c2ccc(C)o2)C1c1cccc(Br)c1 (stereo unspecified)
  -3.3%	i	-45.4	i	39.8	0.1	1373	-1.2%	nt	nt	3.5	1.7	18.8	0.000362	-0.42	-0.15	0.143	-0.2	1407
O=C(CCc1nnc(C2(c3ccc(Cl)cc3)CCC2)o1)NCCCn1cccn1
  -6.7%	i	-4.4	i	34.6	0.3	1572	2.4%	2.0	644	2.9	1.7	6.9	-0.22	-0.325	-0.0407	1.22	0.76	1567
COc1cccc(C(=O)Nc2ccc(NC(=O)c3ccco3)cn2)c1
  -0.1%	i	-5.5	i	23.7	1.7	1469	-2.5%	nt	nt	2.2	2.4	8.5	-0.077	-0.178	-0.661	-0.372	-0.48	1582
Cc1cccc(/C=C2\CCC(=C3SCCCS3)C2=O)c1
  1.2%	i	-27.8	i	10.0	1.2	1300	-2.3%	nt	nt	3.1	2.1	4.8	-0.285	-0.0943	0.318	1.26	-0.61	1642
CCSc1nc2ccccc2n1CC(N)=O
  6.9%	i	-4.5	i	52.1	-3.7	1235	-1.2%	-1.1	727	2.7	2.1	1.8	-0.0629	-0.226	-0.303	0.795	0.23	1196
C=CCn1c(SCC(=O)c2ccc(Br)cc2)nnc1C(C)NC(=O)Cc1ccc(OC)cc1 (stereo unspecified)
  4.7%	i	-3.5	i	25.3	nt	nt	-0.1%	-6.3	729	4.0	2.9	7.0	-0.406	-0.257	-0.0323	-0.0606	-0.16	885
CC(Sc1nnc(-c2cccs2)n1Cc1ccccc1)C(=O)NCc1ccc2c(c1)OCO2 (stereo unspecified)
  -4.2%	i	-0.5	i	24.5	nt	nt	1.2%	-17.0	737	2.1	1.5	10.4	-0.683	0.191	-0.0743	0.267	nt	nt
O=C(CNC(=O)c1ccc(Cl)cc1)Nc1ccccc1C(F)(F)F
  8.0%	i	8.6	i	52.1	-2.1	1078	2.9%	8.3	706	4.3	2.6	8.7	1.01	0.22	1.02	-0.534	-1.1	1735
Cc1ccc2nc(NC(=O)CCCC(=O)O)sc2c1
  -1.0%	i	-13.1	i	53.3	-3.3	1090	-1.1%	9.4	718	3.3	1.7	8.4	-0.924	-0.303	-0.348	0.17	0.73	1573
CCc1c(C)c(C#N)c2nc3ccccc3n2c1NCCN(C)C
  9.4%	i	0.3	i	15.7	nt	nt	-2.5%	7.8	666	2.8	1.8	4.2	-0.958	-0.0945	-0.5	1.22	-0.53	1312
CCn1c(=N)n(CC(=O)c2cccc(OC)c2)c2ccccc21
  -12.5%	nt	nt	i	57.0	-1.6	894	-5.3%	nt	nt	nt	nt	nt	nt	nt	nt	nt	-2.73	1004
Cc1onc(-c2ccccc2Cl)c1C(=O)N1CCN(c2ncccn2)CC1
  -1.1%	i	6.1	i	31.8	5.9	863	0.6%	-0.4	718	2.5	2.6	5.1	0.181	-0.228	0.42	-0.105	0.89	1547
O=C(Nc1cc(C(F)(F)F)ccc1N1CCCC1)c1ccc2c(c1)OCO2
  -2.0%	i	-3.3	i	21.2	0.8	1021	2.4%	-6.9	680	4.5	2.0	3.5	-0.614	-0.238	-0.377	-0.177	-0.5	1602
CSC1=NCCN1C(=O)COc1ccc2ccccc2c1
  1.4%	i	19.4	i	12.1	nt	nt	-0.3%	nt	nt	6.0	3.1	5.3	0.491	-0.169	0.47	-0.527	-1.95	784
Cc1nn(Cc2c(F)c(F)c(F)c(F)c2F)c(C)c1NC(=O)c1c(-c2ccccc2)nn(-c2ccccc2)c1C
  -3.0%	i	-1.0	i	8.8	nt	nt	-0.1%	nt	nt	4.4	1.4	7.6	-0.0319	0.471	-0.542	-1.02	nt	nt
COC(=O)c1ccc(CSc2nc3cc(Cl)ccc3s2)o1
  -8.0%	i	-1.0	i	57.8	-0.3	1346	0.2%	nt	nt	2.1	1.9	1.8	-0.136	-0.223	-0.905	0.102	-0.02	1440
CCOC(=O)c1c(CN(CC)CC)oc2cc(Br)c(O)cc12
  11.2%	i	7.7	i	22.3	nt	nt	-2.4%	nt	nt	2.5	5.0	8.3	-1.3	-0.226	-0.725	0.474	0.34	1149
CCOc1ccc(C(C)=O)cc1CSc1nnc(-c2cccs2)n1CC1CCCO1 (stereo unspecified)
  -7.7%	i	-48.6	i	56.9	-0.7	1172	0.5%	nt	nt	3.2	2.3	15.8	-0.0622	0.383	0.24	-0.0247	-0.86	865
O=C(NCc1ccco1)C(=O)NCC1OCCCN1S(=O)(=O)c1ccc(F)cc1 (stereo unspecified)
  -1.3%	i	6.0	i	13.3	1.8	1063	0.4%	5.8	703	2.0	1.4	0.0	0.689	-0.247	0.0731	0.292	-0.05	1238
COC(=O)c1c(C)[nH]c(C(=O)CC#N)c1C
  -4.2%	i	4.8	i	20.1	-2.1	1048	-1.0%	6.6	691	2.8	3.4	0.5	-1.36	-0.248	-0.843	1.17	1.18	1525
O=C(N/N=C/c1ccco1)C(O)c1ccccc1 (stereo unspecified)
  -4.1%	nt	nt	i	25.5	0.6	1351	nt	13.0	709	nt	nt	nt	-0.321	-0.231	0.453	-0.481	0.4	946
CC(C)c1ccc(C(O)P(=O)(OCc2ccccc2)c2ccc(N(C)C)cc2)cc1 (stereo unspecified)
  -6.9%	nt	nt	i	35.3	-1.8	1349	nt	12.4	860	nt	nt	nt	0.0209	-0.205	-0.0353	-0.158	0.55	1151
COC(=O)CNC(=O)CSc1nnc2cc(C)c3ccccc3n12
  2.5%	i	2.7	i	25.0	2.0	1096	-0.6%	9.4	710	2.0	2.6	4.4	-0.127	-0.305	0.179	-0.128	-0.01	1255
Brc1ccc(-c2cn3cccnc3n2)cc1
  -4.1%	i	-10.6	i	33.4	0.8	995	-2.4%	16.9	634	2.9	3.4	6.9	-0.322	-0.235	-0.223	0.384	-0.21	1761
Cc1ccc(/C=C2/SC(=O)NC2=S)o1
  -24.5%	i	-1.8	nt	nt	0.4	1045	-1.1%	-0.5	665	2.5	2.2	5.9	0.518	-0.327	-0.105	-0.702	0.07	999

(list continues)
Below each SMILES: PhoP inhibition	Autophagy mod	Autophagy mod cell loss 18 h	T cell modulator	T cell modulator vesicle-bound %	bCat nuc transl	bCat nuc transl cell count 5 µM	CSM14.1 death rescue	Lipid droplet	Lipid droplet cells 6.5 µM	MT stabilizer	MT stabilizer Hoechst-high %	MT stabilizer cytotoxicity %	Dynein transport	Dynein transport cytoplasmic EGFP	Dynein transport nuclear GR-EGFP	Dynein transport cell count	Insulin prom up	Insulin prom up cell count
O=S(=O)(c1ccc(Cl)cc1)N1CCN(C2CCN(Cc3ccccc3)CC2)CC1
  11.1%	i	-13.4	i	17.3	nt	nt	-0.4%	-6.1	756	1.6	1.5	9.6	0.0903	-0.153	0.215	0.35	-0.39	873
O=C(/C=C/c1ccc(F)cc1)Nc1ccc2[nH]c(=O)[nH]c2c1
  -9.7%	nt	nt	i	22.8	-2.7	1211	nt	0.7	732	nt	nt	nt	0.166	0.264	0.0694	0.219	-0.18	1421
Cc1nonc1CC(=O)N1CCCC(C(=O)c2cccc(C(F)(F)F)c2)C1 (stereo unspecified)
  -8.0%	i	29.2	i	53.0	-3.1	1004	1.8%	-2.3	731	1.1	1.6	2.9	-0.411	-0.23	-0.0546	0.444	0.76	1528
CCCn1c(SCC(=O)c2ccc3c(c2)OCCO3)nnc1-c1ccco1
  -0.9%	i	-0.1	i	52.3	-5.3	992	0.0%	nt	nt	2.1	2.6	11.5	0.796	-0.0148	0.39	-0.794	-1.06	1228

High-throughput results (PubChem BioAssay)

Random draw from the library; overall some 3% were active at least once.
